# Assay outcomes (PubChem)
# D2 potentiator = positively modulates the human D2 dopamine receptor allosterically. potentiation, % at 10 µM. HEK293 T-REx D2, calcium flux, EC20 dopamine potentiation. P14416. AID 485347. 0.34% of 340,000 active;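 active = potentiation over 3 SD above the plate norm, cut at about 30% in these data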; also: 0% is about no effect
#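 Primary screen. Calcium kinetics in induced HEK293 T-REx D2 cells: compound pre-addition 180 s, EC20 dopamine, 180 s more.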
# RXFP1 antag = antagonists of human relaxin receptor RXFP1. activity change, negative = inhibition, % at 57.5 µM. HEK293-RXFP1, relaxin-stimulated cAMP HTRF, 30 min; stronger effect = lower value. 0.59% of 350,000 active;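 active = activity change of -60% or lower, but not beyond a set lower limit; inconclusive = change between -60% and -40%, or beyond the set limit; inactive = change above -40%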; also: % is scaled to controls: 0 for no effect and ±100 for the full control effect
# TRHR enhancer = allosteric enhancers of human TRH receptor. AID 493056. enhancement, % at 2 µM. P34981. 0.66% of 360,000 active. TRHR cells, fluo-8 calcium fluorescence, EC20 TRH enhancement; in the data active = enhancement above about 30%; also: 0% is about no effect
# Target sequence (P34981 whole entry, looked up): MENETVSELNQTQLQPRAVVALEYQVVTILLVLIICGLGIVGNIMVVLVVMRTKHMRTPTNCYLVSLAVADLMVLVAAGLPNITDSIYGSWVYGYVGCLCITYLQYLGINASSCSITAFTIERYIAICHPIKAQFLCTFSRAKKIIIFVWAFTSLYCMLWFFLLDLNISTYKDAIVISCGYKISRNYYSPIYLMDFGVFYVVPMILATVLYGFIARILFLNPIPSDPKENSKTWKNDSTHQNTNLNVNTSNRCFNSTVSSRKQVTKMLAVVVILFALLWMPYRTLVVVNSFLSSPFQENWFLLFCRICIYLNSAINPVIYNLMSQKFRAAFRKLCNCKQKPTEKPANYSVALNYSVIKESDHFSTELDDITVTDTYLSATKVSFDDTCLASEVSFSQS
#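 Enhancer read-out: after compound pinning and an initial kinetic agonist-mode read, an EC20 of TRH (10 nM final) was injected and fluo-8 calcium signal (Ex 480/Em 530) followed at 1 s/cycle for 100 cycles in TRHR-expressing cells.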
# TRHR ag = TRH receptor (human) agonism; TRHR cells, calcium flux fluo-8, FDSS agonist mode; P34981; AID 493084; 0.18% of 360,000 active; activation, % at 2 µM; in the data active = activation above about 30%; also: 0% is about no effect
#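 TRHR-expressing cells, plated overnight in medium with 10% serum, were loaded with fluo-8 calcium dye at room temperature. After a 10 s baseline, library compound was pin-added and calcium release was recorded kinetically (ex 480/em 530) as agonist response.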
# D1 PAM = enhances dopamine response at the human D1 receptor. AID 504651. 0.036% of 360,000 active. HEK293 TREx D1 cells, calcium flux, dopamine EC20 potentiation. P21728. potentiation, % at 10 µM; in the data active = potentiation above about 30%; also: 0% is about no effect
# Target sequence (P21728 whole entry, looked up): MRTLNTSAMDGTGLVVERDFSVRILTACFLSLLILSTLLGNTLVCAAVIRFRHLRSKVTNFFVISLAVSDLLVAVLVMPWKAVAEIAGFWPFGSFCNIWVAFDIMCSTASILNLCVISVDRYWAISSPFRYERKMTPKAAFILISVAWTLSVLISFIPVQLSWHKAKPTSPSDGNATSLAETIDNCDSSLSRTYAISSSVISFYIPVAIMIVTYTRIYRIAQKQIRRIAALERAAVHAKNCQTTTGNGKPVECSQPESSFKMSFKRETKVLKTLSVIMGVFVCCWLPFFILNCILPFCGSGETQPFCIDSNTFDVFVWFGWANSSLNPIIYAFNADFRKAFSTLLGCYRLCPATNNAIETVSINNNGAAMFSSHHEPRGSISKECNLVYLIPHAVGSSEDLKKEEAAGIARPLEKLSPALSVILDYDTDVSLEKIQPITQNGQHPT
# D1 ag = activates the human D1 dopamine receptor; HEK293 T-REx D1 cells, calcium flux, agonist mode; P21728; AID 504660; 1% of 360,000 active; activation, % at 2 µM; in the data active = activation above about 30%; also: 0% is about no effect
#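 Tetracycline-induced HEK293 TREx D1 cells, force-coupled to calcium signalling, were dye-loaded with a no-wash calcium kit. Compound was pin-added after a 10 s baseline. Fluorescence was read kinetically at 1 cycle/s for 180 s, with calcium rises flagged as agonism.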
# Anesthetic bind = candidate novel general anesthetic via apoferritin binding | P02791 | apoferritin/1-aminoanthracene competitive binding, fluorescence | Potency, µM (series often up to 77.5 µM), inactives show top-dose activity change, negative = displacement, most hits filed as inhibitors | 0.074% of 350,000 active | AID 485281; also: potency is read from the fitted curve at half-maximal effect; % is scaled to controls: 0 for no effect and ±100 for the full control effect; nearly all actives have a fitted effect of over 20% in size
# Target sequence (P02791 2-175 limits assumed): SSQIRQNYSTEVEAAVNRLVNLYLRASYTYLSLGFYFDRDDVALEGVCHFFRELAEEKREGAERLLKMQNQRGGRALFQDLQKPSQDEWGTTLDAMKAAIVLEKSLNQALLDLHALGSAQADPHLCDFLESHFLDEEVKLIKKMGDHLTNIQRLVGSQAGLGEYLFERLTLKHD
#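 Concentration-response curves derived by four-parameter Hill fitting of normalized fluorescence, where compounds displaced 1-AMA from 10 uM horse apoferritin following a brief 10 min room-temperature incubation; propofol titration acted as positive control.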
# RXFP1 ag = agonists of human relaxin receptor RXFP1 | Q9HBX9 | HEK293T-RXFP1 cAMP TR-FRET, 30 min; response scale: percent of porcine relaxin response, buffer zero | Potency, µM (series often up to 57.5 µM), for the others: at the highest dose activation, hits mostly activators | 0.3% of 370,000 active | AID 2676; also: potency is read from the fitted curve at half-maximal effect; % is scaled to controls: 0 for no effect and ±100 for the full control effect; nearly all actives have a fitted effect of over 60% in size; many of its hits are not listed in these tables
#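 Agonist response is measured as cAMP accumulation in an RXFP1-transfected HEK293T line under PDE4 inhibition. Values are scaled between buffer-only and 29 nM porcine relaxin, and EC50s come from standard Hill equation fits.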
# D1 antagonist = blocks dopamine activation of the human D1 receptor. P21728. HEK293 TREx D1 cells, calcium flux, dopamine EC80; stronger effect = lower value. activity change, negative = inhibition, % at 10 µM. 3.2% of 360,000 active; in the data active = activity change below about -30%; also: % is scaled to controls: 0 for no effect and ±100 for the full control effect
#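 Tetracycline-induced HEK293 Trex D1 cells, force-coupled to calcium, dye-loaded; compounds added and read 180 s, then EC80 dopamine added and calcium flux tracked kinetically another 180 s.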
# An asterisk follows results filed as active; u = inconclusive; x = not tested or not shown; [ ] = remark or other dose. Unless noted, calls follow the shape of the dose curve; as a rule, active = well fitted curve in the direction sought with a large enough effect; inconclusive = small, poorly fitted or top-dose-only effect, or another doubt; inactive = no such curve, though single readings can be large; an effect the other way counts as inactive or inconclusive.
SMILES,D2 potentiator,RXFP1 antag,TRHR enhancer,TRHR ag,D1 PAM,D1 ag,Anesthetic bind,RXFP1 ag,D1 antagonist
COc1ccc(CNC(=O)C(=O)NCC2OCCN2C(=O)c2ccc(OC)cc2)cc1 (centres undefined),17.0,-0.4,2.9,-0.5,-2.8,0.1,-13.4%,0.2%,-0.9
CCN(CC(=O)Nc1cccc(S(=O)(=O)N(C)c2ccccc2)c1)Cc1cccs1,-11.5,4.4,-11.5,0.6,-5.2,6.4,x,1.6%,-1.8
Cc1cc(C)cc(NC(=O)C2CCN(c3nnc(-n4c(C)ccc4C)s3)CC2)c1,x,-7.6,2.8,-1.6,-1.6,-0.3,-2.2%,0.2%,-14.1
CCN(CC)S(=O)(=O)c1cc(-c2ccc(=O)n(C(C)C(=O)Nc3cccc(C#N)c3)n2)ccc1C (centres undefined),-16.9,-3.0,6.5,-0.8,0.8,-2.5,u,-0.6%,3.3
COc1ccc(CCN(Cc2cc3cc(C)ccc3[nH]c2=O)C(C)=O)cc1OC,-3.4,-0.8,3.7,-3.0,-1.1,0.7,-2.8%,0.7%,2.3
CC(C)(C)c1cc(OS(C)(=O)=O)ccc1O,11.1,17.8,8.3,0.6,-5.0,11.6,-14.4%,-2.0%,-6.3
O=C(CNC(=O)c1ccc2ccccc2c1)Nc1ncccc1O,-3.3,-1.1,5.5,0.4,-0.9,2.5,x,2.1%,-39.8*
CN(C)c1ccc(NC(=O)CSc2nnc(-c3cnccn3)n2C)cc1,7.8,-10.2,7.3,0.1,0.9,1.7,-3.6%,-3.3%,12.4
COc1ccc(OC)c(NC(=O)CCN2CCCCC2)c1,-12.5,-9.9,3.2,0.9,2.2,2.1,3.3%,0.0%,-10.8
COc1ccc2oc(=O)c(C(=O)NCc3ccc4c(c3)OCO4)cc2c1,8.2,3.9,-10.6,0.7,-1.6,0.8,6.1%,1.6%,-19.1
CCCCn1c(N)c(N(CCOC)C(=O)CSCc2ccccc2C)c(=O)[nH]c1=O,0.6,5.8,-3.7,-0.5,3.8,4.2,x,3.1%,-3.3
CCN(C(=O)COC(=O)CNC(=O)c1ccc2ccccc2c1)C1CCS(=O)(=O)C1 (centres undefined),4.2,-6.4,1.2,0.2,-2.0,2.2,-2.9%,1.8%,-5.1
Cc1cccc(-n2cnc3c(sc4nc(N5CCOCC5)c5c(c43)CCCC5)c2=O)c1,-2.4,-2.2,-3.7,-0.2,2.2,1.9,-5.9%,9.9%,1.9
COC(=O)c1noc(C)c1-c1ccnn1C(=O)c1ccc(Cl)cc1,-1.6,1.3,3.5,-1.1,1.3,7.4,2.6%,0.5%,3.0
O=S(=O)(c1ccccc1)c1nnn2c1nc(NC1CCCCC1)c1sccc12,x,-11.5,2.4,-1.2,-4.7,-0.1,2.2%,u,-20.1
N#Cc1c(NC(=O)CCN2C(=O)c3ccccc3C2=O)oc(-c2ccccc2)c1-c1ccccc1,6.8,1.5,-1.0,-0.2,-0.5,2.2,-12.9%,0.0%,10.6
Cc1noc(C)c1COc1ccc(C(=O)NCCc2ccc(S(N)(=O)=O)cc2)cc1,-2.8,-5.8,1.0,0.4,-5.0,0.9,x,0.2%,4.9
O=C(OCC(=O)N1CCCC1=O)c1cccc(S(=O)(=O)N2CCOCC2)c1,6.6,0.7,-0.1,0.3,-3.2,7.2,-3.9%,4.0%,5.9
Cc1cccc(NC(=O)CCCn2nc(C)c3c(C)n(-c4ccccc4)nc3c2=O)c1C,-4.8,-7.5,-4.4,-0.6,-2.4,2.0,4.4%,-1.3%,2.3
Cc1cc(NC(=O)CN2CCN(c3ncccn3)CC2)no1,2.3,6.7,-0.4,0.3,11.4,1.1,-10.8%,1.4%,21.6

# The final five compounds of the section before come first, to join the parts:
SMILES,D2 potentiator,RXFP1 antag,TRHR enhancer,TRHR ag,D1 PAM,D1 ag,Anesthetic bind,RXFP1 ag,D1 antagonist
N#Cc1c(NC(=O)CCN2C(=O)c3ccccc3C2=O)oc(-c2ccccc2)c1-c1ccccc1,6.8,1.5,-1.0,-0.2,-0.5,2.2,-12.9%,0.0%,10.6
Cc1noc(C)c1COc1ccc(C(=O)NCCc2ccc(S(N)(=O)=O)cc2)cc1,-2.8,-5.8,1.0,0.4,-5.0,0.9,x,0.2%,4.9
O=C(OCC(=O)N1CCCC1=O)c1cccc(S(=O)(=O)N2CCOCC2)c1,6.6,0.7,-0.1,0.3,-3.2,7.2,-3.9%,4.0%,5.9
Cc1cccc(NC(=O)CCCn2nc(C)c3c(C)n(-c4ccccc4)nc3c2=O)c1C,-4.8,-7.5,-4.4,-0.6,-2.4,2.0,4.4%,-1.3%,2.3
Cc1cc(NC(=O)CN2CCN(c3ncccn3)CC2)no1,2.3,6.7,-0.4,0.3,11.4,1.1,-10.8%,1.4%,21.6
O=C(NCCCN1CCCCC1)c1ccc2c(c1)NC(=O)C(N1CCCCC1)S2 (centres undefined),-21.1,14.8,-2.6,-0.2,1.6,-2.3,u,-0.3%,-23.2
COc1cc(C(=O)Nc2cc(C)c(O)c(-c3nc4ccccc4s3)c2)cc(OC)c1OC,21.8,3.3,-2.9,1.3,-0.3,0.0,-2.4%,1.0%,-2.3
COc1ccc(CCNC(=O)CCCc2nnc3n(C)c(=O)c4sccc4n23)cc1OC,-7.3,9.5,-1.5,1.5,-6.6,3.3,-0.6%,23.6%,6.4
Cc1nnc(NC(=O)CCNC(=O)c2ccccc2Cl)s1,-5.6,-19.8,6.5,-0.1,1.9,3.4,-8.3%,0.6%,6.7
CCCCC/C(=N\NC(=O)CCC(=O)NCc1ccccc1)c1ccccc1,11.0,13.5,-4.9,-0.1,-3.8,0.6,-13.3%,1.8%,-4.0
COc1ccc(CCNC(=O)c2c(N)no[n+]2[O-])cc1OC,-1.8,-19.1,-3.5,0.3,-5.5,0.0,-4.9%,2.8%,-31.3*
O=C(O)Cn1cc(C(=O)C2CC2)c2ccccc21,11.9,-13.7,2.5,0.1,10.4,0.2,2.5%,0.4%,0.2
O=C(CSc1c(Cl)cccc1Cl)N1CCC(c2nc3ccccc3s2)CC1,x,-8.3,-8.0,0.7,-6.7,6.2,78.3%[activator],1.4%,-6.2
COc1cc(/C=N/NC(=O)c2ccncc2)ccc1OCc1cnc(Cl)s1,2.8,9.8,-1.8,-0.8,-2.9,3.6,-8.9%,-0.8%,13.5
O=c1cc(CN2CCN(c3ccc(F)cc3)CC2)nc2sccn12,x,14.0,-14.0,1.0,-3.1,1.9,0.1%,9.2%,-15.7
Cc1nc2ccccc2n1S(=O)(=O)c1ccc(F)cc1,-5.2,7.0,1.0,-0.3,-5.5,0.6,0.0%,-0.5%,-9.3
O=C(/C=C/c1ccc(Cl)c(Cl)c1)NCc1ccco1,-11.5,-4.4,-1.1,-0.4,-2.6,0.0,-13.5%,2.4%,6.4
CSc1ccccc1NC(=S)NC1CCCCC1,0.0,-11.8,2.3,-1.5,1.4,1.3,-12.8%,0.6%,6.6
COC(=O)C1=C(O)/C(=C\c2ccc(OCC(=O)Nc3ccccc3OC)cc2)N=C1C,-5.4,-1.1,5.6,0.4,1.6,-0.8,-8.5%,-2.9%,0.0
C/C(=N\O)C1(C)N(O)C(C)(C)C(c2ccc(Br)cc2)=[N+]1[O-] (centres undefined),-4.7,-1.4,-5.8,-0.3,-1.8,1.0,-8.8%,-0.2%,10.3
COc1ccc(Oc2c(C)oc3cc(OC(=O)N4CCOCC4)ccc3c2=O)cc1,41.6*,1.8,10.3,0.1,-3.5,3.0,-2.8%,5.9%,18.2
Cc1ccc(C)c(N(C(=O)CS(=O)CC(=O)Nc2ccc3c(c2)OCO3)C(C)C(=O)NC2CCCC2)c1 (centres undefined),2.7,3.9,-1.9,-0.6,2.5,1.8,-2.5%,0.0%,4.8
CCCc1c(C)nc2ccc(OC)cc2c1SCCC(=O)O,-5.9,-7.5,-2.9,0.0,-2.4,-0.7,0.1%,11.7%,-5.6
CCOc1ccc(CSCCNC(=S)Nc2ccc(OC)cc2)cc1,-4.6,-7.0,-3.1,-0.6,-6.9,2.4,4.3%,0.4%,-10.4
COc1ccc(NC(=O)CN2C(=O)COc3ccc(C)cc32)c(OC)c1,2.5,5.6,-3.7,-0.2,0.9,5.1,-14.2%,0.1%,-1.6

# Rewritten tab-delimited: part of the list above.
compound	D2 potentiator	RXFP1 antag	TRHR enhancer	TRHR ag	D1 PAM	D1 ag	Anesthetic bind	RXFP1 ag	D1 antagonist
CSc1ccccc1NC(=S)NC1CCCCC1	0.0	-11.8	2.3	-1.5	1.4	1.3	-12.8%	0.6%	6.6
CCCc1c(C)nc2ccc(OC)cc2c1SCCC(=O)O	-5.9	-7.5	-2.9	0.0	-2.4	-0.7	0.1%	11.7%	-5.6

# (listing goes on)
SMILES,D2 potentiator,RXFP1 antag,TRHR enhancer,TRHR ag,D1 PAM,D1 ag,Anesthetic bind,RXFP1 ag,D1 antagonist
Cc1cc(OC(C)C(=O)Nc2ccc(S(=O)(=O)Nc3onc(C)c3C)cc2)cc(C)c1Cl (centres undefined),9.2,-15.8,-4.3,0.0,-1.6,-0.3,-13.2%,2.1%,20.1
CN(CC(=O)Nc1cccc(F)c1)C(=O)c1cccc(S(=O)(=O)N2CCN(c3ccccc3)CC2)c1,-1.9,-9.6,-3.1,0.0,-3.5,3.3,-4.6%,-0.4%,-4.6
COC(=O)Cn1c(=O)c(C)nc2ccccc21,11.5,-8.5,0.1,0.6,1.4,1.7,-6.9%,0.6%,3.2
Cc1cc(NC(=O)C2CCCC2)n(-c2nc3ccccc3[nH]2)n1,-25.0,-12.4,5.2,-0.7,-6.8,3.5,-8.3%,12.2%,23.9
CC(Oc1ccc2c(c1)oc(=O)c1ccccc12)C(=O)NCCCN1CCOCC1 (centres undefined),2.8,3.0,10.8,0.8,2.5,2.0,-2.1%,4.4%,7.3
Nc1nc(N2CCN(C(=O)c3ccco3)CC2)nc2ccccc12,-2.4,-4.2,-0.9,0.4,-1.2,-1.1,9.1%,1.4%,-13.7
Cc1ccc(C(=O)COC(=O)c2cc(=O)[nH]c3ccccc23)cc1C,2.6,-5.8,-3.1,-0.6,-0.7,1.8,-20.8%,6.2%,5.6
COc1ccc(S(=O)(=O)CC(O)CN2CCCC2=O)cc1 (centres undefined),-0.4,-8.6,25.5,-2.2,3.2,0.4,-6.7%,3.9%,3.0
COc1ccc(OC)c2sc(NC(=O)c3ccc(Cl)s3)nc12,12.0,-1.1,6.0,-0.2,-5.0,0.0,-0.1%,-0.6%,-1.0
O=C1Cc2ccccc2C(c2ccc(Br)cc2)N1 (centres undefined),5.2,-11.9,-7.5,-0.4,-4.0,7.7,u,-1.7%,x

# These rows are one share of the data (hit frequency here may not be typical).
